tuberculosis growth: growth inhibition of non-replicating M. tuberculosis (AID 488890); Mycobacterium tuberculosis non-replicating, growth inhibition; higher % means a stronger effect; one-dose inhibition, % at 25 µM; IC50 in µM for titrated hits; 320,000 tested, 0.39% active; in the data active = a potency from the dose series; inconclusive = inhibition mostly from about 82% at the one dose, without a potency; inactive = the rest, 99 in 100 with inhibition below about 76%;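 also: plate controls were DMSO cells for no effect and high antibiotic wells for full effect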
H37Rv inhibition: M. tuberculosis growth inhibition, HTS (AID 449762). M. tuberculosis H37Rv growth inhibition, 7H9 media; higher % means a stronger effect. inhibition, % at 25 µM; hits with a dose series show IC50 in µM. 330,000 tested, 0.59% active; in the data active = a potency from the dose series; inconclusive = inhibition above about 70% without an active follow-up result;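 also: bacterial growth assessed after seven days of incubation; strong numbers were not always called active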
inhibitors of VEEV: inhibitors of VEEV TC-83 cytopathic effect, confirmation, Vero cells (AID 588727). Vero cells, VEEV TC-83 cytopathic effect inhibition; higher % means a stronger effect. inhibition, % at 20 µM, or IC50 in µM where a hit was titrated. 350,000 tested, 0.13% active; in the data active = a potency from the dose series; inconclusive = inhibition mostly from about 14% at the one dose, without a potency; inactive = the rest, 99 in 100 with inhibition below about 12%; also: strong numbers were not always called active
PhoP GFP inhibition: Inhibition of PhoP regulon, Salmonella typhi GFP reporter cells, confirmation, 4 h (AID 1850) | Salmonella Typhi PhoP-promoter GFP reporter, fluorescence, 4 h; higher % means a stronger effect | inhibition, % at 50 µM; hits with a dose series show IC50 in µM | 310,000 tested, 0.33% active; in the data active = a potency from the dose series; inconclusive = inhibition mostly from about 25% at the one dose, without a potency; inactive = the rest, 99 in 100 with inhibition below about 19%;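 also: 0% = induced wells with vehicle and 100% = uninduced wells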
H1N1 NS1A inhibition: NS1A inhibition, H1N1 influenza, cell based functional assay (AID 504329); NS1A functional cell-based assay, percent inhibition; higher % means a stronger effect; inhibition, % at 12.5 µM; hits with a dose series show IC50 in µM; 340,000 tested, 0.3% active; in the data active = a potency from the dose series; inconclusive = inhibition above about 27% without an active follow-up result; also: strong numbers were not always called active
Numbers without * were called inactive; i = inactive; ? = inconclusive; . = no result given. Hits appear at their usual frequency; any-hit rate near 1.5%.

cpd	Compound	inhibitors of VEEV	tuberculosis growth	H1N1 NS1A inhibition	PhoP GFP inhibition	H37Rv inhibition
1	Cc1nc2sccn2c(=O)c1S(=O)(=O)N1CCN(c2cccc(C(F)(F)F)c2)CC1	0.9%	17%	4%	5%	1%
2	CCOc1ccccc1C(=O)NCC(=O)N(C)Cc1cccnc1	0.9%	-16%	-7%	-6%	-9%
3	O=C(NC(Cc1ccccc1)C(=O)O)/C(=C\c1ccc(Br)cc1)NC(=O)c1ccc(Br)o1 (configuration not stated)	0.9%	-15%	-5%	0%	-9%
4	Cc1ccc(-c2nnn(CC(=O)N(CC(=O)NC3CCCC3)c3ccccc3F)n2)o1	1.5%	.	5%	.	.
5	CCN(CC)C(=O)CSc1nnc(-c2ccco2)n1Cc1ccco1	0.5%	-10%	-7%	7%	-6%
6	CCOc1ccc(CNC(=O)C2CCN(S(=O)(=O)CC)CC2)cc1OC	i	-2%	-5%	-12%	-3%
7	COc1cc(CN2CCC(Cc3ccccc3)CC2)cc([N+](=O)[O-])c1O	1.7%	7%	-2%	5%	7%
8	Cc1ccc(-c2n[nH]c(=S)n2/N=C/c2ccc(C)o2)cc1	1.6%	70%	-2%	0%	5%
9	Brc1ccc(-c2nnc3n2-c2ccccc2CC3)cc1	i	25%	-6%	-19%	?
10	CCCN(CCC)CCNC(=O)C1CC(=O)N(c2ccc(OC)cc2)C1c1ccc(OC)cc1 (configuration not stated)	2.0%	7%	-5%	-4%	1%
11	CC(C)c1ccc(C(=O)NCCCN2CCN(CCCNC(=O)c3ccc(C(C)C)cc3)CC2)cc1	i	?	10%	-5%	58%
12	O=S(=O)(/N=C(/Nc1cccc2ccccc12)c1ccccc1)c1ccc(Br)cc1	2.5%	-8%	6%	-4%	-11%
13	CC(C(=O)NC1CC1)c1ncc(C(F)(F)F)cc1Cl (configuration not stated)	1.0%	14%	6%	-2%	1%
14	Cc1cccc(OCC(=O)Nc2ccc(N3CCCC3)cc2)c1C	1.9%	78%	4%	10%	51%
15	CC(c1ccon1)N(C)C(=O)CCc1nnc(C2(c3ccc(Cl)cc3)CCC2)o1 (configuration not stated)	i	34%	-1%	-1%	0%
16	O=c1cc(O)c(-c2ccc(Cl)c(Cl)c2)c(Cl)[nH]1	i	28%	8%	-4%	0%
17	N#Cc1ccccc1NC(=O)c1cccc(COc2ccc(Cl)cc2Cl)c1	i	1%	-5%	-10%	7%
18	COc1cc(C#N)ccc1OCC(=O)NCCC1=CCCCC1	1.9%	17%	-9%	.	0%
19	Cc1ccc2c(c1)c(-c1ccccc1)nc1nncn12	i	.	6%	-7%	-9%
20	CC(C)(C)[C@H]1CCC(=O)N([C@H](CN=[N+]=[N-])Cc2ccccc2)CC1	i	3%	-4%	9%	-1%
21	O=S(=O)(/N=C(\c1ccc(Cl)cc1)N1CCOCC1)c1ccccc1	i	-15%	10%	-5%	-3%
22	CCN(C(=O)CCS(=O)(=O)c1ccc(Br)cc1)c1ccc2c(c1)OCO2	0.8%	34%	-2%	-3%	-2%
23	O=C(CN1C(=O)c2cccc3cccc(c23)C1=O)N1CCN(Cc2ccc3c(c2)OCO3)CC1	0.1%	12%	>100µM*	-2%	-1%
24	COc1ccc(-n2c(SCCC(=O)O)nnc2-c2ccncc2)cc1	i	-10%	-1%	10%	-1%
25	CCNC(=O)COc1cccc(C(=O)NCc2ccccc2)c1	i	-3%	-4%	13%	2%
26	CC(C)(C)c1ccc(-c2nc(O)c(CC(=O)O)s2)cc1	.	40%	.	-4%	-1%
27	CCCN(CC(=O)Nc1ccc(NC(C)=O)cc1)CC(=O)Nc1ccc(F)c(F)c1F	i	7%	5%	-22%	-3%
28	CCOc1ccc(N2C(=O)CC(n3nc(C)cc3C)C2=O)cc1 (configuration not stated)	0.8%	-3%	-16%	7%	-7%
29	COc1cc(/C=N/Nc2nncn2/N=C/c2ccc(O)c(OC)c2)ccc1O	0.2%	-12%	-8%	2%	-6%
30	COc1cccc(CNCc2ccccc2Br)c1OC	0.7%	4%	-1%	-3%	3%
31	O=C(c1nc2ccccn2c1CNCC1OCCc2ccccc21)N1CCOCC1 (configuration not stated)	0.9%	-5%	0%	-5%	-4%
32	COC(=O)c1ccncc1C(=O)Nc1ccc(Oc2ncc(C(F)(F)F)cc2Cl)cc1	0.6%	-23%	0%	-12%	5%
33	COc1ccc(CCN2C(=O)CC(NNC(=O)c3ccccc3Br)C2=O)cc1 (configuration not stated)	0.2%	10%	-7%	2%	5%
34	O=C(CSc1n[nH]c(=O)n1Cc1ccco1)c1ccc2c(c1)OCCO2	0.8%	13%	2%	-2%	1%
35	Cc1ccc2c(c1)Oc1ccc(NC(=O)CCl)cc1C(=O)N2	?	?	-8%	2%	7.9µM*
36	Cc1ccc(Nc2nc(-c3ccc(F)cc3)cs2)nc1	3.2%	36%	1%	-1%	1%
37	O=C(CSc1ccccc1)Nc1cc(Cl)ccc1Oc1ccccc1	2.0%	69%	-5%	1%	5%
38	CC(C)(C)OC(=O)NCCCCCNC(=O)c1nc[nH]c1C(=O)N1CCN(C(=O)OC(C)(C)C)CC1	6.7%	4%	-5%	.	-15%
39	COc1cccc(C(=O)Nc2cnn(C(C)C)c2)c1	0.2%	0%	5%	3%	-7%
40	COc1ccc(N(C=O)C(C(=O)Nc2c(C)cccc2C)c2ccccc2)cc1 (configuration not stated)	i	21%	0%	12%	-13%
41	CC(C)CC1=NN(C(=O)c2ccncc2)C(O)(C(F)(F)F)C1 (configuration not stated)	0.8%	48%	-7%	-1%	-13%
42	CN(CC(=O)NC1CCCCCCC1)S(=O)(=O)c1cccc2cccnc12	9.5%	.	-1%	-7%	-4%
43	Cc1cccc(NC(=O)CSc2nnc(CNC(=O)c3ccco3)n2C)c1	2.3%	-1%	6%	7%	-3%
44	CC(C)CCN1CCN(Cc2cccn2-c2ccc(Cl)cn2)CC1CCO (configuration not stated)	0.8%	26%	-5%	-15%	-3%
45	COC(=O)/C=C(\Oc1ccccc1)C1(O)CCCCC1	0.6%	-10%	3%	1%	3%
46	O=C(CN(C(=O)c1csnn1)c1ccccc1F)NC1CCCCC1	0.4%	2%	0%	12%	-3%
47	CSc1cccc(NC(=O)C2CCN(S(=O)(=O)c3cnc[nH]3)CC2)c1	4.0%	0%	1%	3%	-4%
48	CCOc1cc(S(=O)(=O)N2CCN(c3ccc(F)cc3)CC2)c(OCC)cc1-n1cnnn1	0.1%	6%	7%	15%	5%
49	CC1Cc2ccccc2N1C(=O)Cn1c(=O)oc2cc(S(=O)(=O)NC3CCCC3)ccc21 (configuration not stated)	1.8%	27%	17%	.	-15%
50	O=S(=O)(/N=C(/Nc1cccnc1Cl)c1ccccc1)c1ccccc1	0.2%	-15%	-3%	.	-2%
51	C[C@H](CO)N1C[C@H](C)[C@@H](CN(C)C(=O)Nc2ccccc2)Oc2c(NS(=O)(=O)c3ccc(F)cc3)cccc2C1=O	0.1%	10%	10%	.	-1%
52	Cc1ccc(NC(=O)Cc2nn(C)c(=O)c3ccccc23)cc1F	1.5%	14%	-2%	-9%	4%
53	O=C(CSc1nnnn1C1CCCCC1)Nc1ccc(F)cc1	0.5%	-8%	-3%	1%	-3%
54	COc1ccccc1Nc1nc(N)nc(-c2cc3ccccc3o2)n1	8.1%	6%	1%	-3%	5%
55	CN(C)CCCN1c2ccc3ccccc3c2Sc2cccc(Cl)c21	i	.	14%	.	.
56	O=C(C1CC1)N1CCc2cc(S(=O)(=O)NCc3ccccc3)ccc21	0.8%	2%	-5%	3%	-2%
57	O=C(O)c1nn(Cc2ncc(-c3cccc(Cl)c3)o2)c(=O)c2ccccc12	1.0%	18%	8%	4%	-6%
58	CCCCCc1nnc(NC(=O)c2ccc3nc[nH]c3c2)s1	2.9%	33%	11%	.	10%
59	Cc1ccccc1N(C)C(=O)C1CCCN(c2ncnc3c2nc2n3CCCCC2)C1 (configuration not stated)	9.4%	5%	10%	-4%	1%
60	COc1ccc(CNC(=O)[C@@H]2CCCN2C(=O)[C@@H]2Cc3ccccc3CN2C(=O)OC(C)(C)C)cc1	1.4%	16%	4%	7%	2%

The results go on:
cpd	Compound	inhibitors of VEEV	tuberculosis growth	H1N1 NS1A inhibition	PhoP GFP inhibition	H37Rv inhibition
61	CC1(C)Cc2c(cnn2-c2ccc(F)cc2)C(NC(=O)CCN2CCCCO2)C1 (configuration not stated)	0.4%	-2%	13%	-6%	3%
62	O=S(=O)(NCC1CC1)c1cccc(S(=O)(=O)N2CCCC2)c1	0.4%	11%	-20%	0%	0%
63	CCc1nc2nc(C)c(NS(=O)(=O)c3ccc(F)cc3)c(=O)n2[nH]1	i	-17%	4%	1%	0%
64	CCN(CC)S(=O)(=O)c1cccc(N=Nc2sc(N)nc2C)c1	5.7%	0%	16%	-2%	3%
65	CC1CCN(Cc2nc(-c3ccccc3)no2)CC1	0.0%	69%	-9%	-5%	-4%
66	COc1cc(/C=C/c2cc(C(=O)O)c3ccccc3n2)cc(OC)c1O	0.9%	9%	0%	3%	2%
67	CCc1ccccc1NC(=S)NC1CC2CCC(C1)N2Cc1ccc(F)cc1 (configuration not stated)	0.0%	58%	-9%	-24%	1%
68	COc1cccc(CNC(=O)C2CCN(S(=O)(=O)c3cccc4cccnc34)CC2)c1	1.6%	.	-6%	12%	-1%
69	Cc1cc(NC(=O)CSc2nc3c(c(=O)n(C)c(=O)n3C)n2C(C)C)no1	0.2%	6%	10%	0%	4%
70	COc1ccc(NC(=O)CSc2nc(N)c(-c3ccccc3)c(=O)[nH]2)cc1	0.9%	18%	-10%	9%	2%
71	CC1CCCCN1C(=O)COc1ccccc1F (configuration not stated)	0.7%	3%	-17%	-7%	8%
72	Cc1c(Cl)cccc1-n1c(SCC(=O)N2CCC(C(=O)O)CC2)nc2ccccc2c1=O	1.5%	1%	4%	-1%	-4%
73	C=CCSc1nc2c(c(=O)[nH]1)C(c1ccccc1)C(C#N)=C(N)O2 (configuration not stated)	1.7%	27%	-6%	20%	-5%
74	CCOC(=O)CC1C(=O)NCCN1C(=O)COc1ccc(C(C)(C)C)cc1 (configuration not stated)	0.8%	-3%	0%	5%	8%
75	Cc1cccc(N(CC(=O)NCc2ccccc2)C(=O)CCC(=O)Nc2nccs2)c1	i	-3%	8%	-2%	1%
76	COc1ccccc1NS(=O)(=O)c1cc(C(=O)NC2CC(C)(C)NC(C)(C)C2)ccc1Cl	i	.	2%	.	.
77	Cc1cc(NS(=O)(=O)c2c(C)c(C)cc(C)c2C)no1	1.2%	6%	8%	-14%	-5%
78	CN1C(=O)C2(c3ccccc31)C1CCCC=C1C(C#N)=C(N)C2(C#N)C#N (configuration not stated)	1.3%	26%	4%	3%	2%
79	Cc1cc(C)c(NC(=O)CNC(=O)CN(C)Cc2ccc(Br)s2)c(C)c1	0.5%	19%	0%	.	-6%
80	CN(C)/C=C(\C(=O)c1ccc(F)cc1F)c1nnnn1-c1ccccc1	2.8%	11%	-2%	-5%	-1%

Given with two lines to a compound: part of the list above
Each structure is followed by: inhibitors of VEEV | tuberculosis growth | H1N1 NS1A inhibition | PhoP GFP inhibition | H37Rv inhibition
75	Cc1cccc(N(CC(=O)NCc2ccccc2)C(=O)CCC(=O)Nc2nccs2)c1
 : i | -3% | 8% | -2% | 1%
76	COc1ccccc1NS(=O)(=O)c1cc(C(=O)NC2CC(C)(C)NC(C)(C)C2)ccc1Cl
 : i | . | 2% | . | .
77	Cc1cc(NS(=O)(=O)c2c(C)c(C)cc(C)c2C)no1
 : 1.2% | 6% | 8% | -14% | -5%
78	CN1C(=O)C2(c3ccccc31)C1CCCC=C1C(C#N)=C(N)C2(C#N)C#N (configuration not stated)
 : 1.3% | 26% | 4% | 3% | 2%

Next part
cpd	Compound	inhibitors of VEEV	tuberculosis growth	H1N1 NS1A inhibition	PhoP GFP inhibition	H37Rv inhibition
81	O=C(NC(O)C(=O)c1ccccc1)c1ccc(F)cc1 (configuration not stated)	0.5%	8%	2%	24%	-3%
82	Cc1ccc(N(CN2C(=O)C3CC=CCC3C2=O)C(=O)c2ccco2)cc1Cl (configuration not stated)	i	17%	7%	6%	5%
83	CCn1c(SCCC(=O)Nc2ccccc2)nnc1-c1ccc(OC)cc1	0.4%	18%	-10%	-8%	-2%
84	CC(=O)N1CCc2cc(S(=O)(=O)NCCC(=O)Nc3cccc(C)c3C)ccc21	0.3%	-12%	-1%	-4%	-6%
85	C=C1c2cc(OC)ccc2NC(=O)N1CC	7.8%	.	1%	-3%	-6%
86	COc1ccc(N2C(=O)NC(=O)/C(=C/c3ccc4c(c3)Cc3ccccc3-4)C2=O)cc1	.	16%	.	1%	2%
87	Cc1ccc(OCCC(=O)OCC(=O)c2ccc3c(c2)NC(=O)CO3)cc1	0.3%	-2%	3%	.	-2%
